GLD-1 TGE inh = GLD-1/TGE RNA complex disruptors, primary screen, biochemical, fluorescence polarization | Female germline-specific tumor suppressor gld-1 (Caenorhabditis elegans), Q17339 | purified GLD-1 + fluorescein TGE RNA | inhibition, % at 5.96 µM | hit rate 0.44% among 320,000 | AID 2280, 2010;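 active means percent inhibition above a per-plate cutoff, the plate mean of test compounds plus 3 SD, cut at about 30% in these data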;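 further: 0% = DMSO wells with GLD-1 and probe and 100% = wells lacking GLD-1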
VLA-4 inh = inhibition in human VLA-4 binding assay, primary screen, VLA-4 allosteric modulator project, MLPCN library, flow cytometry, VLA-4 expressing cells; Integrin alpha-4 (Homo sapiens), P13612; ligand binding flow cytometry; inhibition, % (about 7 µM as worked out from the volumes in the protocol); hit rate 0.2% among 330,000; in the data active means inhibition above about 50%
Yeast superoxide = reduction of superoxide in aged yeast, primary screen, HTS; S. cerevisiae aged cells, superoxide DHE fluorescence; active compounds read low; hit rate 0.18% among 330,000; superoxide response (% of plate mean), % at 10 µM;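 active means superoxide response under a set limit, about three screen SD below normal, cut at about 65% in these data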;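 further: yeast aged for seven days with compound at 30 °C before DHE staining; 100% = average MFI of all compound-treated wells on the plate with controls excluded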
CIT2-GFP yeast = modulators of CIT2-GFP expression in yeast, primary screen, S. cerevisiae, GFP fusion, multiplex flow cytometry, MLPCN library | S. cerevisiae CIT2-GFP strain, 3 h; 100 means same as DMSO wells | GFP response vs DMSO, % at 10 µM | hit rate 0.065% among 320,000;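 active means GFP response relative to DMSO above a set limit, near the screen mean plus 3 SD, cut at about 150% in these data; inconclusive means Fewer than 70 cells measured for a yeast strain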;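 further: ratio of well median GFP fluorescence to mean of DMSO wells on the plate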
GRK2 inh = compounds blocking aptamer binding on GRK2 – biochemical, human GRK2, bead flow cytometry, HTS, primary screen | FAM-aptamer displacement from GRK2 | AID 488847, 2010 | hit rate 0.59% among 330,000 | inhibition of aptamer binding, % at 10 µM | Beta-adrenergic receptor kinase 1 (Homo sapiens), P25098;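 active means inhibition of aptamer binding above 40%, roughly 3 SD of noise, on plates passing a quality check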;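 further: median bead fluorescence of bound FAM aptamer so fluorescent compounds give negative values; no value below 0 was filed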
BCLXL inh = inhibitors of human Bcl-xL, primary screen, biochemical, fluorescence polarization, HTS | inhibition, % at 10.9 µM | GST-Bcl-xL / FITC-Bim BH3 peptide fluorescence polarization | hit rate 0.7% among 320,000 | Bcl-2-like protein 1 (Homo sapiens), Q07817 | AID 2129, 2009;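 active means inhibition above the mean of all tested compounds plus 3 SD, cutoff set per campaign, cut at about 30% in these data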;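 further: 0% = DMSO wells and 100% = unlabeled Bim-BH3 peptide competitor; inhibitors lower millipolarization by displacing the labeled peptide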
Target sequence (Q07817 whole entry, looked up): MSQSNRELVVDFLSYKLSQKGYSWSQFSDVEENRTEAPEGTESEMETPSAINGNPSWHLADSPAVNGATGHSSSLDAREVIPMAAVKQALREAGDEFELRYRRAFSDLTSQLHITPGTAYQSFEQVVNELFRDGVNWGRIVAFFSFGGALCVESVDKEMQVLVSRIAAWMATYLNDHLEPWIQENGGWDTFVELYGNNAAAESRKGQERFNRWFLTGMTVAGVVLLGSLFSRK
AGP1-GFP MLPCN = modulators of AGP1-GFP expression in yeast TOR pathway, primary screen, cell-based, multiplex flow cytometry, S. cerevisiae, MLPCN library; GFP response vs DMSO, % at 10 µM; 3 h; GFP as percent of DMSO wells; hit rate 0.02% among 320,000;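 active means GFP response relative to DMSO above a set limit, near screen average plus 3 SD, cut at about 150% in these data; inconclusive means fewer than 70 cells counted for the yeast strain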;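 further: median GFP channel fluorescence of the gated AGP1 strain per well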
MEX-5 binding = MEX-5 zinc finger RNA-binding disruptors – biochemical, C. elegans, fluorescence polarization, MLPCN library, primary screen; activity score (negative = inhibition of binding), % at 10 µM; MEX-5/FITC-TCR2 RNA binding; active compounds read low; AID 1832, 2009; Zinc finger protein mex-5 (Caenorhabditis elegans), Q9XUB2; hit rate 0.38% among 300,000;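 active means inhibition past about -25% in most replicates, and total fluorescence under double the plate's negative control median, limit read from the data; inconclusive means replicates evenly split on the limit, or fluorescence at least double controls; inactive means too little inhibition in most replicates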;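 further: 0% = DMSO and -100% = 5 µM competing unlabeled TCR2 RNA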
Target sequence (Q9XUB2 whole entry, looked up): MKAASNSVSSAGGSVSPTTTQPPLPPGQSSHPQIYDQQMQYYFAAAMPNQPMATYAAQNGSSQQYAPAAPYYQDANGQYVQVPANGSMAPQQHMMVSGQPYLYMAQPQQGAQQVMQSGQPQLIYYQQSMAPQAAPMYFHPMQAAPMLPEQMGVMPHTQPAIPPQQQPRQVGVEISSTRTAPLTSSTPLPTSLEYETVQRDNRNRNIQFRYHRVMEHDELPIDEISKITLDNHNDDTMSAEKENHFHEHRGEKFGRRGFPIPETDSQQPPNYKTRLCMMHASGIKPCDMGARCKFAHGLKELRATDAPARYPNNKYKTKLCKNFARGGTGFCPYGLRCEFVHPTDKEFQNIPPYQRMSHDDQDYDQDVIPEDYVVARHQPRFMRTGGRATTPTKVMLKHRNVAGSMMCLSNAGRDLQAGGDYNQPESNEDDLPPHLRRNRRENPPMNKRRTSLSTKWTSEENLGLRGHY
MCL1-BIM inh = inhibitors of MCL1 binding to BIM-BH3, primary screen, biochemical, fluorescence polarization; Induced myeloid leukemia cell differentiation protein Mcl-1 (Homo sapiens), Q07820; inhibition, % at 10.9 µM; hit rate 0.68% among 320,000; AID 2057, 2009; GST-MCL1 / FITC-Bim-BH3 fluorescence polarization;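 active means inhibition above the mean inhibition of all tested compounds plus 3 SD, set per campaign, cut at about 40% in these data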;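 further: 0% = DMSO wells and 100% = unlabeled Bim-BH3 peptide control; higher means more loss of mP so more displacement of Bim peptide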
Target sequence (Q07820 whole entry, looked up): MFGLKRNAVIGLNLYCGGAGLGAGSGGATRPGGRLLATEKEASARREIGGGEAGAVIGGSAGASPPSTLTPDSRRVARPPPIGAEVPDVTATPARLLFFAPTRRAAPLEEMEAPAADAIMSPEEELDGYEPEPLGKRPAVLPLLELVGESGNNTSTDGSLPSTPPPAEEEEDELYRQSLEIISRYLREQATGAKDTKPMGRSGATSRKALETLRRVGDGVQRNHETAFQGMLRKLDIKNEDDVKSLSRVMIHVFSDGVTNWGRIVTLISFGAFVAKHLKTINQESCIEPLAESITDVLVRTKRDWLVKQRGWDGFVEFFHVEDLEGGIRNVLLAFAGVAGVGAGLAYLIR
* = called active by the depositor; ? = inconclusive; / = no result given.

Results follow in this order: MEX-5 binding	VLA-4 inh	GLD-1 TGE inh	CIT2-GFP yeast	Yeast superoxide	BCLXL inh	AGP1-GFP MLPCN	MCL1-BIM inh	GRK2 inh
- CCN(CC)S(=O)(=O)N1CCC(C(=O)NC(C)CCc2ccccc2)CC1 (centres undefined)
    2.4	12	8	103	111	1	101	7	0
- CCOc1ccc(OCCC(=O)NNC(=O)c2ccccc2Cl)cc1
    -0.5	1	-5	105	108	4	99	7	2
- CC1=CC(=O)C(C(C)C)=C/C1=N/OS(=O)(=O)c1ccccc1
    -0.3	0	5	75	89	2	98	3	0
- COc1ccc(CCNc2ccc(S(N)(=O)=O)cn2)cc1
    2.2	9	2	100	109	-2	100	0	0
- Cc1ccc(-c2nn3c(C)nnc3c3ccccc23)cc1S(=O)(=O)NCc1ccco1
    1.0	-5	4	83	96	5	86	-1	3
- CN(c1ccc(C(=O)NCc2ccccc2)cc1)S(C)(=O)=O
    0.8	4	4	108	91	9	104	2	1
- O=S(=O)(c1ccc(Cl)s1)N1CCN(c2ncccn2)CC1
    0.0	10	1	98	85	9	105	16	1
- Cn1c(N)c(C(=O)COC(=O)C2(c3ccc(F)cc3)CCCC2)c(=O)n(C)c1=O
    -3.0	8	-2	109	106	5	107	-1	4
- Cc1ccc(S(=O)(=O)N2[C@@H](c3ccc(F)cc3)C(C(=O)O)=CC[C@H]2c2cccs2)cc1
    /	-3	-2	121	104	3	87	2	6
- COc1ccc(Cc2nnc(SCC(=O)N3CCCC3)o2)cc1
    1.7	8	5	97	92	5	101	12	0
- Cc1ccnc(N2C(=O)C3C4CC(C(Br)C4Br)C3C2=O)c1 (centres undefined)
    1.7	0	4	101	89	4	99	4	0
- COc1ccc(C(=O)NCc2nnc(SCC(=O)c3ccccc3)o2)cc1
    2.1	30	6	107	97	0	101	3	0
- CC(C)Sc1nc2c(cnn2-c2ccc(Cl)cc2)c(=O)[nH]1
    -3.7	7	-2	99	98	7	92	6	0
- COC(=O)c1cc(Cl)c(NC(=O)Cc2ccccc2)cc1OC
    0.5	-3	-2	94	103	4	103	3	3
- O=C(Nc1cccc2ccccc12)NC1CCCCC1
    -0.5	4	/	93	93	/	99	/	0
- CS(=O)(=O)N(CC(=O)N1CCN(Cc2ccccc2)CC1)c1cccc(Cl)c1
    0.7	3	-2	98	104	0	95	6	1
- Cc1noc(C)c1COc1ccc(C(=O)N2CCN(S(=O)(=O)c3ccccc3)CC2)cc1
    /	0	7	88	96	2	99	-1	8
- O=[N+]([O-])c1cccc(-c2cnc3ccccc3n2)c1
    1.4	-3	1	108	96	6	110	3	1
- CCN(CC)c1ncnc2c1ncn2Cc1c(Cl)cccc1Cl
    -3.1	-4	-1	76	96	10	82	14	1
- COc1ccc(C(=O)N/C(N)=N/c2nc3ccccc3o2)cc1
    -0.8	1	-1	91	94	-1	/	5	0
- CC1(C)CC2CC(C)(CN2c2ncnc3ccccc23)C1 (centres undefined)
    -0.1	20	4	93	94	3	95	6	0
- O=C(COC(=O)c1cc(S(=O)(=O)N2CCCCC2)ccc1Cl)NCc1ccco1
    1.4	8	-9	105	102	10	107	0	0
- O=C(Nc1cccc(Cl)c1)c1cc(S(=O)(=O)NCCc2ccc(Cl)cc2)ccc1F
    1.7	25	2	96	97	8	102	7	2
- CCOC(=O)C1C(=O)NC(N2CCN(c3ccccc3)CC2)=NC1c1ccccc1 (centres undefined)
    -1.8	-16	-4	99	81	-2	100	0	0
- c1cc(C2CCN(Cc3nc(-c4ccc5c(c4)OCO5)no3)CC2)ccn1
    1.5	12	0	98	81	9	107	-6	0
- Cc1cccc(NS(=O)(=O)c2ccc(Cl)cc2)n1
    0.0	15	6	103	103	-1	99	6	/
- Cc1nc(CNC(=O)c2ccccc2OC2CCN(S(C)(=O)=O)CC2)cs1
    -3.3	0	-2	97	121	8	105	9	0
- Cc1ccc(CNC(=O)CN2C(=O)COc3ccc(S(=O)(=O)N4CCC(C)CC4)cc32)o1
    -0.6	-1	-7	110	99	4	110	7	2
- COc1ccc(NC2(c3ccccc3)OC(=O)c3ccccc32)cc1 (centres undefined)
    2.4	-3	-1	96	94	3	98	3	0
- O=C(O)C1Cc2ccccc2CN1S(=O)(=O)c1ccc(Cl)cc1 (centres undefined)
    -0.5	12	1	98	106	1	105	-8	8

Results follow in this order: MEX-5 binding	VLA-4 inh	GLD-1 TGE inh	CIT2-GFP yeast	Yeast superoxide	BCLXL inh	AGP1-GFP MLPCN	MCL1-BIM inh	GRK2 inh
- COc1ccc(CNC(=O)C(c2cccs2)N(Cc2ccco2)C(=O)Cc2cccs2)cc1 (centres undefined)
    1.9	-10	-7	98	98	2	102	-4	0
- O=C(CSc1nnc(CNC(=O)c2c(F)cccc2F)o1)NCc1ccccc1Cl
    -3.6	11	5	93	99	-4	95	-6	2
- CC1CCN(S(=O)(=O)c2nnc(NC(=O)c3cccc(Cl)c3)s2)CC1
    1.3	-2	0	99	92	2	94	-1	1
- COC(=O)CC1COc2ccccc2N1C(=O)c1ccc(C(C)(C)C)cc1 (centres undefined)
    -0.7	7	-3	99	85	-1	103	-2	0
- Cc1cccc(C)c1NC(=O)C1CCN(C(=O)c2cccs2)CC1
    -0.7	2	13	107	88	1	105	1	0
- Cn1c(N)c(C(=O)CSc2nn(-c3ccc(F)cc3)c(=S)s2)c(=O)n(C)c1=O
    /	1	0	98	194	-6	103	-8	1
- O=C(O)c1cc(O)c2c(c1)C(=O)c1cccc(O)c1C2=O
    -28*	-7	89*	83	177	114*	82	147*	4
- O=C(CC(=O)NCc1ccc(Cl)cc1)NCc1ccccc1
    2.5	7	3	96	90	6	97	4	0
- CCSc1nc2ccccc2n1C(=O)/C=C/c1ccc(OC)c(OC)c1
    1.1	3	1	101	93	5	93	2	1
- COc1ccc(CC(=O)Nc2ccc(/C(C)=N/NC(=O)c3ccc(OC)cc3OC)cc2)cc1
    0.1	-3	/	81	104	/	88	/	0
- CCc1ccc(C(=O)C[n+]2cccc3cc(OC)ccc32)cc1
    1.9	-2	/	103	98	/	105	/	1
- Cc1cccn2c(=O)c3cc(C(=O)NC4CCCC4)sc3nc12
    0.5	14	-1	119	135	4	92	3	6
- CCN1CCN(c2ccc(S(=O)(=O)N3CCCCC3)cc2NC(=O)Cc2c(Cl)cccc2Cl)CC1
    -0.5	12	0	100	99	-3	96	-10	0
- Cc1ccc(S(=O)(=O)N(CC(=O)NC2CCCCCC2)c2ccccc2F)cc1
    0.5	7	0	98	120	-7	103	-5	1
- CC(=O)N=c1c(C#N)cc2c(=O)n3ccccc3nc2n1Cc1ccccc1
    1.6	18	0	?	101	6	?	5	1
- O=C1C=C(N2CCN(C(=O)c3ccccc3)CC2)C2(CCCCC2)O1
    0.3	-9	-1	92	104	1	90	4	0
- O=C(O)CCCCCNC(=O)c1cccc(Br)c1
    1.3	2	3	98	114	0	113	4	0
- CCOP(=O)(c1ccc(N(C)C)cc1)C(O)c1cccnc1 (centres undefined)
    1.8	-21	0	98	82	8	111	3	1
- CN1CC(=O)N2C(c3cccc([N+](=O)[O-])c3)c3[nH]c4ccccc4c3C[C@H]2C1=O (some centres undefined)
    -1.8	10	9	103	82	2	102	1	0
- O=C(NC1CCCc2ccccc21)c1ccccc1 (centres undefined)
    -0.3	22	-3	100	101	6	105	3	2
- CCCCCC(=O)Oc1cccc(N2C(=O)C3CCCCC3C2=O)c1 (centres undefined)
    0.7	1	8	94	86	1	101	5	3
- O=C(OCC(=O)N1c2ccccc2Sc2ccccc21)c1cccnc1
    2.6	5	-1	91	96	-5	94	-14	0
- O=S(=O)(Nc1ccc(N2CCOCC2)cc1)c1ccccc1
    -0.1	6	-1	100	97	2	99	6	2
- Cc1c(Cl)cccc1NC(=S)Nc1ccccn1
    1.6	12	5	102	95	9	93	12	0
- CN(C)CCN=Cc1c(O)n(Cc2ccc3c(c2)OCO3)c(=O)c2ccccc12
    0.9	-10	-7	82	100	4	85	-4	0
- Cc1cc(C(=O)NNS(=O)(=O)c2cc(C(=O)O)ccc2Cl)c(C)n1-c1ccccc1
    /	-14	1	98	92	4	104	11	8
- OC(CNCc1ccc(F)cc1)(c1ccc(F)cc1)c1ccc(F)cc1
    3.8	5	-3	97	102	1	99	5	0
- CCOC(=O)c1c(-c2ccco2)csc1NC(=O)COC(=O)c1cnc(C)cn1
    2.1	5	2	92	97	5	103	16	3
- O=C(Nc1ccc2c(c1)OCCO2)c1ccc(Br)s1
    -1.0	15	12	?	103	8	?	3	0
- CCCNC(=O)Nc1ccsc1C(=O)OC
    -2.0	2	5	101	111	2	99	4	1

Results follow in this order: MEX-5 binding	VLA-4 inh	GLD-1 TGE inh	CIT2-GFP yeast	Yeast superoxide	BCLXL inh	AGP1-GFP MLPCN	MCL1-BIM inh	GRK2 inh
- O=C(c1cc(-c2cccc(O)c2)on1)N1CCc2ccccc2C1
    0.8	12	-4	88	114	-1	97	1	1
- CN(C)C(=O)c1ccc(NC(=O)c2ccccc2-c2ccccc2)cc1
    1.9	10	3	100	102	3	99	2	0
- COc1ccc(N2CCN(c3cc(C)nc4ccc(OC)cc34)CC2)cc1
    -0.1	6	-10	105	93	-1	101	-1	0
- CCOc1ccc(NC(=O)CSc2nccn(-c3ccc4c(c3)OCCO4)c2=O)cc1
    -2.7	23	17	100	98	7	104	4	2
- Cc1cc(C)n(CC(O)Cn2c(C)c(C)c3ccccc32)n1 (centres undefined)
    0.3	-19	-10	104	80	7	103	-6	8
- Cc1ccc(N2C(=O)C(Cl)=C(N3CCN(C)CC3)C2=O)c(C)c1
    2.4	-16	10	94	98	11	101	14	3
- Cc1ccc2c(C)ccc(O)c2n1
    2.0	-5	3	90	94	-4	96	0	2
- CCc1ccccc1NC(=O)/C(=C/c1ccco1)c1ccccc1
    -0.2	-4	-2	88	124	3	88	3	0
- O=C(COC(=O)c1ccncc1)NCc1ccccc1
    2.1	8	-1	97	103	3	98	2	2
- CC1(C)CC(=O)C(C(C2=C(O)CC(C)(C)CC2=O)c2cccnc2)C(=O)C1 (centres undefined)
    -0.9	15	5	89	101	-2	88	2	0
- COc1ccc(CCNC(=O)C2CC3Cn4c(nc5cc(C)c(C)cc54)C3N2C)cc1 (centres undefined)
    1.0	8	1	82	90	-1	31	0	0
- CCOC(=O)c1sc2ncnc(Nc3cccc(C(=O)O)c3)c2c1C
    0.3	19	3	93	83	6	92	6	0
- COc1cc(C(C[N+](=O)[O-])c2c(-c3ccccc3)cc3ccccn23)cc(OC)c1OC (centres undefined)
    0.6	17	3	97	105	-3	101	-3	0
- CCN(CC(=O)NCc1ccc(Cl)cc1)C(=O)Cc1ccccc1[N+](=O)[O-]
    0.0	-2	/	93	85	/	101	/	2

Assay outcomes from PubChem BioAssay.
